Screens from PubChem BioAssay.
Kir21 inh: inhibitors of mouse Kir2.1 inward-rectifier potassium channel. Inward rectifier potassium channel 2 (Mus musculus), P35561. HEK293-Kir2.1, FluxOR thallium flux fluorescence; active compounds read low. B-score at 10 µM. 310,000 tested, 0.85% active. AID 1672, 2009;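 active means fluorescence ratio B-score at or below minus 3 SD of library scores, with starting-brightness B-score within 2 SD, cut at about -4.2 in these data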;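 further: channel flux triggered by added potassium and thallium sulfate stimulus; B-score of peak minus minimum fluorescence over baseline after thallium stimulus; more negative B-score means stronger Kir2.1 block with less thallium influx; some compounds called inactive have numbers as strong as hits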
Target sequence (P35561 whole entry, looked up): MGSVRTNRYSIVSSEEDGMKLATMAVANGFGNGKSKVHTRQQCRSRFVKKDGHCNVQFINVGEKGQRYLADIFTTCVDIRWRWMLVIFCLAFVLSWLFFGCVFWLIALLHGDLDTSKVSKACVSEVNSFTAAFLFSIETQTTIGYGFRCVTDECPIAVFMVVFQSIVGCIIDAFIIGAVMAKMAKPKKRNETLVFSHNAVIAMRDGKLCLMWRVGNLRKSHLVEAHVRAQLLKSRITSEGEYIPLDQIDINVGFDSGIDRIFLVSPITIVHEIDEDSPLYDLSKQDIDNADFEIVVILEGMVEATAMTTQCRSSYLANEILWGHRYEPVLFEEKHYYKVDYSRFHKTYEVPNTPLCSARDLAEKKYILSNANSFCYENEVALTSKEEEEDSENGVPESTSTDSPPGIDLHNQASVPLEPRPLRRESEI
KCNQ2 inh: KCNQ2 potassium channel inhibitors, primary screen, cell-based, CHO-K1, FluxOR thallium flux, B-score (AID 2156); 20 min; active compounds read low; B-score at 10 µM; Potassium voltage-gated channel subfamily KQT member 2 (Rattus norvegicus), O88943; 310,000 tested, 1.1% active;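 active means fluorescence ratio B-score at most minus 3 library SDs, with starting brightness B-score within 2 library SDs, cut at about -5.5 in these data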
STK33 kinase inh: inhibitors of purified STK33 kinase, primary screen, biochemical, ADP-Glo luminescence, homogeneous, cell-free; Serine/threonine-protein kinase 33 (Homo sapiens), Q9BYT3; MBP phosphorylation; inhibition, % at 10 µM; 320,000 tested, 0.073% active;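 active means inhibition at or above 25%, using the most active replicate where run in duplicate; inactive means inhibition below 25%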
Target sequence (Q9BYT3 whole entry, looked up): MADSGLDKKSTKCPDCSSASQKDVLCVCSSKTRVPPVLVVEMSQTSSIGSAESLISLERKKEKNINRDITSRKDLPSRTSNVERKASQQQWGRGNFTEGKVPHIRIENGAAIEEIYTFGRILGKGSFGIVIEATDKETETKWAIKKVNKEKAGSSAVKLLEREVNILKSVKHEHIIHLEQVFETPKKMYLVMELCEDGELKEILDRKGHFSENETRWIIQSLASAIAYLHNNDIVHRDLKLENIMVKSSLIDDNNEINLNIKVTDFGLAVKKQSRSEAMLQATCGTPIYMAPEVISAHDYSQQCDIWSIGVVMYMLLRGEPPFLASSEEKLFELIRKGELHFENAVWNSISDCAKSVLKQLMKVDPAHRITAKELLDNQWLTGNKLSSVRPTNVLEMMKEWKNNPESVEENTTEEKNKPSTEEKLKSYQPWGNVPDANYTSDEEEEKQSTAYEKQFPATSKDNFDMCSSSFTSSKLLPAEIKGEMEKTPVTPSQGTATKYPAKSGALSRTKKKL
* marks the source's active call; other numbers are inactive results; i = inactive; nt = no result given.

Structure	KCNQ2 inh	STK33 kinase inh	Kir21 inh
CC1CCc2c(sc3ncn(CC(=O)N=Nc4c(O)[nH]c5ccccc45)c(=O)c23)C1 (stereo not given)	i	-0.1	-0.01
Cc1cc(C(=O)Nc2ccccc2Cl)c2ccccc2n1	-6.9*	-0.1	-0.12
COc1cc(NS(=O)(=O)c2ccc(N/C=C\C(=O)c3ccc(C)cc3)cc2)nc(OC)n1	i	0.1	1.51
CCn1c(SCC(=O)Nc2ccccc2)nnc1-c1cccs1	i	-0.8	-0.28
O=C(O)CCCC(=O)N1CCN(c2ncccn2)CC1	i	0.9	1.25
Cc1ccc(S(=O)(=O)Nc2ccc3c(c2)n(C)c(=O)n3C)c(C)c1	i	-2.0	-1.4
CCCN(CC(=O)Nc1ccccc1OC)C(=O)c1cccc(S(=O)(=O)Nc2ccc(OC)cc2)c1	i	-0.5	0.92
CCOCCCNC(=O)Cn1cnc2sc(C)c(S(=O)(=O)N3CCN(c4ncccn4)CC3)c2c1=O	i	-0.4	-1.07
S=C(NCc1ccccc1)N1CCc2ccccc2C1	i	0.2	0.82
C=CCn1c(SCC(N)=O)nnc1-c1cc(Br)ccc1O	i	-1.0	0.27
Nc1[nH]ncc1S(=O)(=O)c1ccccc1	i	-0.7	-0.04
O=C(c1ccc(S(=O)(=O)Nc2ccccc2)cc1)N1CCC1	i	nt	0.64

Molecules from the list above that contain two or more sulfur atoms (2):
Structure	KCNQ2 inh	STK33 kinase inh	Kir21 inh
CCn1c(SCC(=O)Nc2ccccc2)nnc1-c1cccs1	i	-0.8	-0.28
CCOCCCNC(=O)Cn1cnc2sc(C)c(S(=O)(=O)N3CCN(c4ncccn4)CC3)c2c1=O	i	-0.4	-1.07

More results follow:
Structure	KCNQ2 inh	STK33 kinase inh	Kir21 inh
CCOC(=O)NC(Nc1ccc(S(N)(=O)=O)cc1)(C(=O)OCC)C(F)(F)F (stereo not given)	i	-1.8	-0.79
Clc1ccc(C(c2nnnn2C2CCCCC2)N(Cc2cccnc2)Cc2ccco2)cc1 (stereo not given)	i	nt	1.65
O=C(COc1ccc(Cl)cc1Cl)N/N=C/c1ccc(OC2OC(CO)C(O)C(O)C2O)cc1 (stereo not given)	i	-0.2	-1.15
Clc1ccc2nc(-c3ccccc3)c(CN3CCOCC3)n2c1	i	0.4	-0.56
O=C(CSc1ccccc1C(=O)N1CCCCC1)NCC1CCCCC1	i	-1.2	-0.93
CCN(CC)C(=S)SCC(=O)Nc1nc(=O)c2ccccc2s1	i	0.4	0.37
CN(CCO)CCOCCOc1cccc2ccccc12	i	0.6	0.89
C(=C\c1ccco1)/c1nc2ccccc2[nH]1	i	-1.0	0.75
N#CCc1cnc2ccccc2n1	i	-1.5	0.01
Cc1cc(C)c(C#N)c(SCC(O)COc2ccc(Br)cc2)n1 (stereo not given)	i	-2.4	-3.04
O=[N+]([O-])c1cc(F)c(N2CCOCC2)cc1N1CCCCC1	i	-0.4	-0.62
O=C1CN2CCC1C/C2=C\c1ccnc2c(Cl)cccc12 (stereo not given)	i	-1.0	-0.3

In the list so far, these contain an aryl methoxy group:
Structure	KCNQ2 inh	STK33 kinase inh	Kir21 inh
COc1cc(NS(=O)(=O)c2ccc(N/C=C\C(=O)c3ccc(C)cc3)cc2)nc(OC)n1	i	0.1	1.51
CCCN(CC(=O)Nc1ccccc1OC)C(=O)c1cccc(S(=O)(=O)Nc2ccc(OC)cc2)c1	i	-0.5	0.92

Some entries already given with just Kir21 inh and KCNQ2 inh:
SMILES,Kir21 inh,KCNQ2 inh
C(=C\c1ccco1)/c1nc2ccccc2[nH]1,0.75,i
N#CCc1cnc2ccccc2n1,0.01,i

More results follow:
Structure	KCNQ2 inh	STK33 kinase inh	Kir21 inh
Nc1nc(NCCO)nc(NCC2CCCO2)c1[N+](=O)[O-] (stereo not given)	i	1.7	-0.88
OC[C@H]1OC(Nc2ccc(N=Nc3ccccc3)cc2)[C@@H](O)[C@@H](O)[C@@H]1O (stereo not given in full)	i	-0.3	-0.42
COc1ccc(OC)c(CCNC(=O)Cc2ccc(NC3=NC4CS(=O)(=O)CC4S3)cc2)c1 (stereo not given)	i	-1.0	-2.33
O=C(Nc1cccc(F)c1)C1CCCN(c2cnccn2)C1 (stereo not given)	i	nt	-0.41
O=Cc1coc2c(ccc3ccccc32)c1=O	i	5.3	-2.32
COc1ccc(NS(=O)(=O)c2ccc(Cl)s2)cn1	i	0.3	-1.81
COc1ccc(Cn2c(C)nc3c(c(=O)c4ccccc4n3C)c2=O)cc1	i	-1.8	1.83
CC(=O)c1c(C)oc2c1cc(O)c1ccccc12	i	-1.2	0.17
COc1ccc(CC(=O)N/N=C(\C)c2ccccn2)cc1	i	-1.0	-0.01
CC(C)(C)n1nc2c(c1NC(=O)c1ccccc1C(F)(F)F)CS(=O)(=O)C2	i	-2.1	0.2
O=C(NCCc1cccs1)C1CC1	i	-1.0	-0.34
COc1c(O)ccc(/C=C(\C#N)c2nc3ccccc3[nH]2)c1[N+](=O)[O-]	i	11.7	-0.79
Cc1cccc(C(=O)Nc2cc(OCc3cccc(F)c3)c(Cl)cc2Cl)c1	i	-1.8	3.17
O=C(NC1CCCC1)C(c1ccncc1)N(Cc1ccco1)C(=O)c1ccc(-c2ccccc2)[nH]1 (stereo not given)	i	-0.9	-0.19
C[C@@]12CCC=C[C@H]1[C@H](c1ccc3ccccc3c1/C=C/c1ccccc1)N(Cc1ccccc1)C2=O	i	-1.8	0.07
COc1ccc(NC(=O)c2cc3c(s2)CCC3)cc1S(=O)(=O)N1CCOCC1	i	-1.6	0.65
CCOCC(O)CNc1ccccc1 (stereo not given)	i	-1.1	-0.97
CCN(C(=O)COC(=O)c1cc(-c2ccccc2)nn1-c1ccccc1)C1CCS(=O)(=O)C1 (stereo not given)	i	-1.8	1.06
CC(=O)NCC(=O)OCC(=O)N1c2ccccc2Sc2ccccc21	i	-0.5	-0.38
COc1cc(/C=C/c2cccc[n+]2C)ccc1OCC(=O)Nc1ccccc1C	i	1.9	1.55
COc1ccc2[nH]c(=O)c(CN(Cc3nnnn3CCc3ccccc3)CC3CCCO3)cc2c1 (stereo not given)	i	0.1	-1.88
CC(=O)Nc1ccc(S(=O)(=O)NC2=C(N3CCN(Cc4ccccc4)CC3)C(=O)c3ccccc3C2=O)cc1	i	2.1	0.09
O=C(Cc1cccs1)NCCc1ccc(Cl)cc1	i	-1.0	1.11
C=CCOC(=O)C1=C[C@H](c2ccccc2)[C@@H](CCCO)[C@H](OCC)O1	i	-0.3	-0.99
Cc1ccc(C2C3C(=O)N(c4ccc(C)cc4)C(=O)C3N3CCCN23)cc1 (stereo not given)	i	-1.7	-0.4
O=c1[nH]c2ccccc2n1C1=CCNCC1	i	nt	-0.06
CCOC(=O)C1CCN(C(=O)Cc2c(C(=O)O)n(C)c3ccccc23)CC1	i	-0.6	2.07
COc1ccc(C)c2sc(NC(=O)C3=COCCO3)nc12	i	0.2	0.1
O=C(OCC(=O)c1ccc[nH]1)c1ccc(Cl)nc1	i	-0.2	0.77
COCCNC(=O)c1ccc(N2CC3CC(C2)c2cccc(=O)n2C3)c(NC(=O)c2c(F)cccc2F)c1 (stereo not given)	i	-0.8	-0.48
CSc1ccccc1OCc1cc(C(=O)N2CCc3[nH]cnc3C2c2ccccn2)no1 (stereo not given)	i	-1.5	0.86
COc1cc(/C=C/C(=O)O)cc(S(=O)(=O)Nc2ccccc2Oc2ccccc2)c1OC	i	0.7	-0.64
Cc1ccc(-c2nc3cccnc3s2)cc1NS(=O)(=O)c1ccc2c(c1)OCCO2	i	-0.5	0.64
COc1ccccc1NC(=O)/C(C#N)=C/C=C/c1ccco1	i	1.7	-1.08
CNC(=S)N/N=C/c1ccc(-c2cc([N+](=O)[O-])ccc2Cl)o1	i	0.0	0.28
O=C(CCc1nc(-c2ccc(Cl)cc2)no1)OCc1ccc(Br)cc1	i	1.4	0.94
CC(=O)NC(CC(=O)Nc1nc(C)cs1)c1ccccc1 (stereo not given)	i	-1.2	1.19
CC(C)[C@H](NC(=O)c1ccco1)C(=O)OCC(=O)N1CCc2ccccc21	i	-2.7	0.84
CCNC(=O)COc1ccc(C=O)cc1OC	i	-1.3	-3.4
CCOCCCNC(=O)C1CCCN(S(=O)(=O)CC)C1 (stereo not given)	i	-0.5	0.86
COc1ccc(O)c(C(=O)c2cnn(-c3ccccc3)c2)c1	i	0.1	-0.16
CC1CCCCC1NC1=NCCS1 (stereo not given)	i	0.5	-1.81
CC1(c2nnc(-c3ccccc3)o2)CC(c2ccncc2)=NO1 (stereo not given)	i	-2.2	-0.63
COc1ccc(/C=C2\CCC(C3CCCC3)C2=O)c(OC)c1OC (stereo not given)	i	-0.4	1.26
O=C(O)CN1C(c2ccccc2O)Nc2ccc(Br)cc2C1c1ccccc1 (stereo not given)	i	nt	-1.17
CCOc1ccc(CSC(=N)N)cc1Cl	i	1.6	-0.5
COc1ccccc1C(=O)N/C(=C\c1ccc(Br)cc1)C(=O)N1CCCC1	i	-0.5	2.12
CO/N=C\C(=N\Nc1ccc(OC)cc1)C(=O)c1ccccc1	i	-1.3	1.13
CN1CCN(CCC(=O)N/N=C/C=C2\N(C)c3ccccc3C2(C)C)CC1	i	-0.5	0.15
CCCNS(=O)(=O)c1cccc(C(=O)NNC(=O)c2cc(C)oc2C)c1	i	-0.8	-1.02
CCOC(=O)Cn1c(O)c(N=NC(=O)OC)c2ccccc21	i	-1.7	-1.62
Cc1ccsc1C(=O)N(C)CC(=O)N(CC(C)C)c1c(N)n(CC(C)C)c(=O)[nH]c1=O	i	nt	0.59
COc1ccc(C(=O)C2CCCN(C(=O)CCNC(C)=O)C2)cc1OC (stereo not given)	i	-0.6	0.55
CN(C)C=Nc1nonc1-c1ccccc1	i	-1.9	-1.42
Cc1ccc(S(=O)(=O)N2CCOCC2)cc1C(=O)NCc1cccnc1	i	-2.6	-0.01
O=C(Oc1ccccc1)c1ccc2c(c1)C(=O)N(Cc1ccncc1)C2=O	i	-1.6	-0.15
CCCCN(CC)CCNC(=O)c1cc2cc3ccc(Cl)cc3nc2o1	i	2.4	-0.91
Cc1ccc(OCC(=O)Nc2ccc(C)c(S(=O)(=O)N3CCCCC3)c2)c([N+](=O)[O-])n1	i	-2.8	-0.03
COc1ccc(S(=O)(=O)N2CCC3(CC2)CC(=O)c2ccccc2O3)cc1OC	i	-1.7	-0.62
CC(C)NC(=O)c1cnn2c1NC(c1cccs1)CC2C(F)(F)F (stereo not given)	i	1.9	-0.47

Other records.
Structure	KCNQ2 inh	STK33 kinase inh	Kir21 inh
CCCCC1=CC2=CC(=O)C(C)(OC(=O)CC)C(=O)C2=CN1CCc1ccc(Br)cc1 (stereo not given)	i	-0.6	-0.77
Cc1ccsc1S(=O)(=O)N1CCC(CO)(CC2CCCCO2)CC1 (stereo not given)	i	-1.2	1.01
NCCC(=O)N1c2ccccc2Sc2ccccc21	i	-1.0	-0.91
CCOC(=O)c1cc(NC(=O)CN2CCCC2)cc(C(=O)OCC)c1	i	0.5	1.41
C/C(=N\Nc1ccc2nncn2n1)c1ccccn1	i	0.0	-0.52
COCCCNC(=O)c1cn(C)c(=O)c2cc(OC)c(OC)cc12	i	-0.4	0.17
O=C(CSc1nnc(Cn2nnc3ccccc32)o1)Nc1ccc(Cl)cc1	i	-1.8	0.42
Cc1onc(-c2ccccc2)c1C(=O)OCC(=O)NCc1ccc(F)cc1	i	-2.0	-2.74
O=S(=O)(Nc1ccccn1)c1ccc(C2CCCCC2)cc1	i	-1.0	0.08
Cc1nnc(SCC(=O)O)o1	i	-0.4	1.21
CC(C)CC(=O)Nc1cccc(C(=O)Nc2ccccc2C(=O)O)c1	i	4.9	0.11
CCOC(=O)c1sc(N2N=C(C)C(N=Nc3cccc(C)c3)C2=O)nc1C (stereo not given)	i	-0.8	2.23
CCC(=O)Nc1cccc(C2=NOC3(C2)C[C@@H](C(N)=O)N(C(=O)c2ccccc2C(=O)c2ccccc2)C3)c1 (stereo not given in full)	i	0.0	1.39
Cc1ccc(OCCCCN2CCc3ccccc3C2)c(C)c1	i	nt	-0.31
COCCn1c(N)c(N(Cc2ccccc2)C(=O)CSCC(=O)Nc2ccc(C)cc2)c(=O)[nH]c1=O	i	-2.8	-0.21
COc1ccc(C2=NN(C(N)=S)C(c3ccco3)C2)cc1 (stereo not given)	i	-1.2	0.32
CCC(=O)N/N=C(\C)CC(=O)Nc1cc(Cl)ccc1C	i	-1.4	-1.59
CC1(C)SC(=S)N(c2ccccc2)C1/[N+]([O-])=C/c1cccc([N+](=O)[O-])c1 (stereo not given)	i	-0.6	1.09
CCOC(=O)C1=C(C)NC(=S)N(C(C)=O)C1c1ccccc1 (stereo not given)	i	-0.8	-0.43
CCCCn1c(N)c(Sc2ccc(Cl)cc2)c(=O)[nH]c1=O	i	-0.9	2.15
CC(C)C1Cc2c(sc3[nH]c(=S)n(Cc4ccccc4)c(=O)c23)CO1 (stereo not given)	i	-2.6	-1
